M18AAP inhibitor = PfM18AAP enzyme inhibition | recombinant PfM18AAP, H-Glu-NHMec fluorogenic cleavage | actives 1.2% (n = 290,000) | inhibition, % at 7.35 µM;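 active = inhibition above the campaign mean inhibition over all tested compounds plus 3 SD, cut at about 28% in these data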;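 also: 0% = plate median of test compound wells and 100% = 2 mM ZnCl2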
IMP-1 inh = inhibitors of Pseudomonas aeruginosa IMP-1 metallo-beta-lactamase; purified IMP-1, nitrocefin hydrolysis, epi-absorbance fluorescence; inhibition, % at 5.6 µM; actives 0.45% (n = 290,000);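 active = inhibition above the mean plus 3 SD of all compounds in the same screening run, cut at about 4.5% in these data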;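 also: 0% = IMP-1 with DMSO and 100% = DMSO wells lacking enzyme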
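System: purified IMP-1 / Input: IMP-1 dispensed at 0.2 nM / Medium: 50 mM HEPES pH 7.1, 50 µM ZnSO4, 0.05% Brij 35 / Timing: 15 min enzyme–compound preincubation, then 25 min nitrocefin reaction, 25 °C / Technique: plate fluorescence quenching by hydrolysis product, ex 480/em 530 nm / Repeats: singlicate testing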
FID counter = counter-screen for HCV NS3 helicase inhibitors: DNA intercalator displacement. DNA fluorescent intercalator displacement, fluorescence. inhibition, % at 7.9 µM. actives 0.17% (n = 290,000); in the data active = inhibition above about 37%;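 also: 0% = vehicle and 100% = reference compound; higher means more ethidium bromide displaced from hairpin DNA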
p-CIP stab down = p/CIP protein destabilization; actives 0.01% (n = 290,000); decrease of EGFP signal, % at 10 µM; Q05BA5; F442A p/CIP-EGFP cells, EGFP fluorescence, 16 h;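 active = EGFP signal decrease of at least 30% at 10 µM or well 3 SD below plate mean, unless failing retest; inactive = the rest, including hits failing retest or dose response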; also: some compounds called inactive have numbers as strong as hits; many of its hits are not listed in these tables
NS3 helicase inh = HCV NS3 helicase inhibition; NS3 helicase DNA unwinding, Cy5 molecular beacon fluorescence; inhibition, % at 10.9 µM; actives 0.56% (n = 290,000); AID 1800;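 active = inhibition above the mean of all tested compounds plus 3 SD, set per campaign, cut at about 35% in these data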;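 also: 0% = DMSO wells and 100% = thioflavine S control wells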
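System: NS3 helicase fragment of HCV / Schedule: 1 h at 25 °C / Control set: DMSO alone as 0% and 110 µM thioflavine S as 100% / Reagent: Cy5/quencher beacon DNA duplex and ATP to start / Technique: Cy5 fluorescence / Replication: singlicate / Evaluation: % inhibition of end-to-start signal ratio versus controls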
IDE cell activ = IDE (human) activation, cell-based | P14735 | HEK cells, FAbeta-B cleavage, fluorescence polarization; 0% vehicle, 100% cell-free pure enzyme wells | activation, % at 5.96 µM | actives 0.073% (n = 340,000) | AID 493087;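 active = activation above the mean of all tested compounds plus 3 SD, set per screening campaign, cut at about 17% in these data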
VIM-2 inh = blocks Pseudomonas aeruginosa VIM-2 metallo-beta-lactamase; purified VIM-2, nitrocefin hydrolysis, epi-absorbance fluorescence; inhibition, % at 5.6 µM; actives 0.89% (n = 290,000); AID 1527;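 active = inhibition above the mean of all tested compounds plus 3 SD, cutoff set per screening run, cut at about 7.5% in these data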;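 also: red hydrolysis product quenches plate fluorescence so inhibitors raise well fluorescence; 0% = enzyme with DMSO and 100% = DMSO without enzyme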
UBC9 SUMO inh = blocks human SUMOylation mediated by UBC9; P63279; HTRF SUMOylation assay, SAE1/SAE2 + UBC9, in vitro; inhibition, % at 35 µM; actives 0.36% (n = 290,000); AID 2006; in the data active = inhibition above about 50%, passing the limit was not always enough; also: strong numbers were not always called active
Target sequence (P63279 whole entry, looked up): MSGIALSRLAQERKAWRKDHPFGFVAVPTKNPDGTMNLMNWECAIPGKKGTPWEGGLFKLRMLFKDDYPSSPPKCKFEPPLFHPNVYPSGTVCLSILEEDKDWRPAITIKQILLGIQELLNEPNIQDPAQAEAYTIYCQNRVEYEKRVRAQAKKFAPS
IDE inh = inhibitors of human insulin-degrading enzyme in cells. P14735. AID 434962. HEK cells, FAbetaB cleavage, fluorescence polarization. actives 0.41% (n = 320,000). inhibition, % at 5.59 µM;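 active = percent inhibition above the average of all tested compounds plus 3 SD, set per screening campaign, cut at about 16% in these data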;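 also: IDE supplied by intact live HEK cells; FP after avidin binding of uncleaved biotin substrate so inhibition keeps polarization high; 0% = DMSO wells and 100% = 60 µM reference IDE inhibitor Ii1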
* = called active by the depositor; / = no result given.

| cpd | canonical_smiles | M18AAP inhibitor | IMP-1 inh | FID counter | p-CIP stab down | NS3 helicase inh | IDE cell activ | VIM-2 inh | UBC9 SUMO inh | IDE inh |
| --- | --- | --- | --- | --- | --- | --- | --- | --- | --- | --- |
| 1 | O=C(NCc1cccs1)c1cccn2c(=O)c3sccc3nc12 | -3 | -0.3 | 1 | -9 | -2 | 2 | 6.1 | 17 | 10 |
| 2 | CCC(C)N1C(=O)N(C)C2NC(=O)NC21 (stereo unspecified) | 2 | -4.5 | -1 | 2 | 0 | -4 | -2.1 | 13 | 2 |
| 3 | CCOC(=O)C1(CCCc2ccccc2)CCN(Cc2cnn(C)c2)CC1 | -8 | -2.3 | 11 | -4 | -3 | 3 | -1.2 | 11 | 3 |
| 4 | O=C(Cn1cnc2c(nnn2Cc2ccc(Cl)cc2)c1=O)N1CCCc2ccccc21 | 8 | -2.4 | -1 | -8 | 0 | 5 | -3.8 | -8 | 0 |
| 5 | CCOC(=O)c1cc(OC(=O)c2ccccc2OC)n(-c2ccccc2)n1 | 9 | -2.8 | -34 | -11 | 5 | 3 | -2.2 | -17 | 2 |
| 6 | CN(Cc1cccc(C(F)(F)F)c1)C(=O)C1CCC(=O)N(CC2CCCCC2)C1 (stereo unspecified) | 1 | -2.2 | -51 | -11 | 0 | -4 | -1.5 | 1 | 2 |
| 7 | CCN(CC)CCCNC(=O)c1ccc(CS(=O)(=O)c2ccccc2OC)o1 | -3 | -5.2 | -4 | -8 | -11 | 0 | -3.0 | -7 | 6 |
| 8 | Cc1cc(C)nc(SCC(=O)c2ccc(O)cc2O)n1 | 16 | -2.9 | -2 | -1 | -8 | 1 | -4.6 | 9 | 3 |
| 9 | Cc1cccc(C(=O)NNC(=O)c2ccc(F)cc2)c1 | 0 | -1.7 | -9 | -5 | -1 | 0 | -2.4 | 10 | 8 |
| 10 | O=C(CN1CCN(c2ccccc2O)CC1)NC(=O)NC1CCCC1 | 4 | -5.0 | -9 | -7 | 4 | 5 | 0.1 | -1 | 0 |
| 11 | C(=N\N(c1ccccc1)c1ccccc1)/c1ccccn1 | -3 | -4.8 | -26 | -13 | -10 | 4 | -3.9 | 4 | 1 |
| 12 | O=C(Oc1ccc2ccc(=O)oc2c1)N1CCOCC1 | 1 | -1.5 | 3 | -5 | 4 | 5 | 0.8 | 12 | 5 |
| 13 | COc1ccc(S(=O)(=O)N2CCCCC2)cc1 | -2 | -2.4 | -6 | -20 | 2 | 3 | -2.9 | 15 | 7 |
| 14 | O=C(N/N=C/c1ccco1)c1ccc(NC(=O)c2ccc(Cl)cc2)cc1 | 4 | -3.4 | -9 | -21 | 9 | -1 | -1.5 | 16 | 6 |
| 15 | Cc1nn(C)c(Cl)c1C(=O)NCC(=O)Nc1ccc(C(C)C)cc1 | 4 | -1.5 | -10 | 9 | -7 | 4 | -1.1 | -17 | 1 |
| 16 | C=C(C)c1cccc(C(C)(C)NC(=O)Nc2cc(C)ccc2OC)c1 | 7 | -1.8 | -21 | 0 | -9 | 6 | -3.2 | -6 | 2 |
| 17 | COc1ccc(CCNC(=O)Cn2cccc2C(=O)c2ccccc2C)cc1OC | -5 | -0.4 | -29 | 0 | -10 | 2 | -2.1 | 4 | -1 |
| 18 | CCOc1ccc(N=C2NC(=O)S/C2=C\c2ccc(Cl)cc2)cc1 | -2 | 0.1 | 2 | -1 | -6 | 3 | -0.2 | 46 | 3 |
| 19 | Cc1onc(-c2c(F)cccc2Cl)c1C(=O)OCC(=O)c1c[nH]c2ccccc12 | 4 | -0.5 | -2 | 0 | -22 | -6 | -0.4 | -35 | 0 |
| 20 | Cc1ccc(C2=NS(=O)(=O)N(C)C(C(=O)NCc3ccc(F)cc3)=C2)cc1 | 0 | -2.5 | -14 | -8 | -7 | 10 | -1.8 | 7 | 0 |
| 21 | N=c1c2c3c(sc2ncn1CCN1CCOCC1)CCCC3 | -1 | -0.9 | -6 | -4 | -1 | 7 | 0.4 | 14 | 5 |
| 22 | COC1CCCN(C(=O)c2cccc(OC3CCN(S(=O)(=O)N(C)C)CC3)c2)C1 (stereo unspecified) | -15 | -1.4 | -33 | -2 | 4 | 3 | 0.7 | 20 | -6 |
| 23 | COC(=O)C1(C(F)(F)F)N=C2Sc3ccccc3N2C(N2CCOCC2)=N1 (stereo unspecified) | 1 | -3.1 | -10 | -12 | 8 | 5 | -3.0 | 2 | 4 |
| 24 | CCN(C(=O)c1cc([N+](=O)[O-])ccc1NCc1cccnc1)c1ccccc1 | -2 | -3.6 | -17 | -6 | 4 | 0 | 0.0 | 7 | 0 |
| 25 | COc1ccc(-c2nn(-c3ccccc3)cc2/C=C/C(=O)NCCCn2ccnc2)cc1OC | 0 | -3.2 | 11 | -10 | -63 | 3 | -0.4 | 12 | 4 |
| 26 | CCOc1ccc(-c2ccc(SCC)nn2)cc1 | 8 | -2.5 | -16 | 10 | 1 | -6 | -2.4 | 16 | -1 |
| 27 | Cc1ccc(C(C(=O)NCc2ccco2)N(C(=O)Cc2cccs2)c2cccnc2)cc1 (stereo unspecified) | 7 | -3.9 | -29 | -18 | 6 | -7 | 2.2 | 4 | -2 |
| 28 | Cc1ccc(CCP(=O)(O)CN2CCOCC2)cn1 | 11 | 1.7 | -2 | -6 | 1 | 0 | -1.2 | 9 | 2 |
| 29 | Cc1ccc(NC(=S)c2nc3ccccc3s2)cc1 | 3 | 0.4 | 4 | 1 | 11 | -3 | -2.9 | -19 | 2 |
| 30 | Cc1cnc(NC(=O)C2(c3ccccc3)CC2)s1 | -14 | -0.3 | -4 | 4 | -3 | -1 | 1.0 | 22 | -6 |
| 31 | COc1ccc(S(=O)(=O)CCC(=O)N2CCN(c3ccc(C(C)=O)cc3)CC2)cc1 | -5 | -1.2 | -34 | -2 | -2 | 0 | -0.1 | 10 | 4 |
| 32 | COc1ccc(C(=O)N(c2ccccc2)C2C=CS(=O)(=O)C2)cc1 (stereo unspecified) | -5 | -1.5 | -3 | 7 | -4 | 4 | -3.3 | -10 | 0 |
| 33 | CCCCCCSC1=C(C#N)C(=O)NC2(CCCCC2)S1 | 3 | -3.9 | -24 | -1 | 20 | 6 | -3.9 | 14 | 3 |
| 34 | CC1(C)OC(=O)N(CCc2ccccc2)C1(C)O (stereo unspecified) | 4 | -4.5 | -1 | -2 | 4 | -2 | -4.0 | 12 | 2 |
| 35 | COc1ccc(OC(C)C(=O)NCC2CCCO2)cc1 (stereo unspecified) | 0 | -4.0 | -5 | -1 | -1 | 8 | -2.5 | 9 | 2 |
| 36 | CCCn1c2ccccc2c2cnn(CC(=O)NCCCN3CCCCC3)c(=O)c21 | -6 | -3.5 | 10 | 4 | -13 | 3 | -0.6 | -2 | -1 |
| 37 | COCCn1c(=O)[nH]c2cc(C(=O)Nc3cccc(C(C)=O)c3)ccc2c1=O | -2 | -1.0 | -22 | -11 | 7 | -2 | -2.6 | 12 | -7 |
| 38 | NC(=NCCc1ccccc1)NS(=O)(=O)c1cccs1 | -4 | -4.6 | -1 | 12 | 1 | -2 | -3.0 | -4 | 10 |
| 39 | Cn1c(=O)c(C(=O)NCCO)c(O)c2ccccc21 | 1 | -5.5 | -3 | 4 | -2 | 3 | 4.7 | 10 | 3 |
| 40 | CCOc1ccc(NC(=O)C(=O)N/N=C/c2cccnc2)cc1 | -6 | -2.2 | -4 | -6 | -6 | 2 | -3.1 | 22 | -2 |
| 41 | COc1ccc(NC(=O)c2cc(Br)ccc2Cl)c([N+](=O)[O-])c1 | 1 | -1.1 | -2 | -5 | 0 | 4 | -1.4 | 9 | 4 |
| 42 | Cn1c(=O)c2c(nc(CN3CCN(Cc4ccccc4)CC3)n2Cc2ccccc2)n(C)c1=O | 0 | -2.4 | -3 | -11 | 0 | / | -0.3 | -2 | / |
| 43 | CCC(C)c1ccc(O)c(NC(=O)c2cncc(Br)c2)c1 (stereo unspecified) | 2 | -5.2 | -9 | -4 | 0 | -1 | -2.8 | -2 | 0 |
| 44 | O=C(N/N=C/c1ccc(OCc2cnc(Cl)s2)cc1)c1ccncc1 | 5 | -3.0 | -11 | 3 | 11 | 5 | -2.6 | 2 | 7 |
| 45 | O=C(NCCN1CCOCC1)C1CCC(=O)N1C1CCCCC1 (stereo unspecified) | 5 | -1.4 | 3 | -15 | 5 | 1 | -2.5 | 18 | 5 |
| 46 | N#Cc1ccc(-c2ccc(OCC3CNC(=O)O3)cc2)cc1 (stereo unspecified) | -5 | -2.4 | -6 | -20 | 13 | 0 | -0.9 | 4 | 9 |
| 47 | COc1ccccc1N1CCN(C(CNC(=O)C2CCCCC2)c2cccnc2)CC1 (stereo unspecified) | 5 | -1.9 | -25 | 2 | 5 | 0 | -1.2 | 1 | 0 |
| 48 | CC#CC[N+](C)(C)CCCCCC | -4 | -3.0 | 3 | -24 | -18 | 1 | -3.5 | -11 | 2 |
| 49 | COC(=O)c1ccc(CN(C)S(=O)(=O)c2ccc(C)cc2)o1 | / | / | / | 2 | / | 0 | / | 14 | 3 |
| 50 | COc1ccc(CNC(=O)C2CCN(S(=O)(=O)c3cccc4nsnc34)CC2)cc1 | 4 | 3.0 | -12 | 0 | 6 | -1 | -1.4 | 4 | 0 |
| 51 | O=C(Nc1ccc(Oc2ccccc2)cc1)c1cnc2n(c1=O)CCS2 | -1 | -3.9 | -2 | -44 | -3 | 1 | 0.8 | 16 | 0 |
| 52 | CCOc1ccc2nc(SCC(=O)Nc3ncccn3)[nH]c2c1 | 0 | -2.0 | -2 | 4 | 0 | 5 | 0.9 | 8 | 3 |
| 53 | O=C(NNc1cccc(Cl)n1)Nc1ccc(Cl)cc1 | 56* | -2.4 | -3 | 9 | 0 | -5 | -1.6 | -15 | -6 |
